ELG1 repair inh = inhibitors of ELG1-dependent DNA repair in HEK293T cells. 330,000 compounds, 2.3% hits. Potency, µM (series often up to 46.1 µM), for the others: at the highest dose activity change, negative = inhibition, usual class: inhibitors. HEK293T ELG1-luciferase reporter, luminescence, 16 h; DNA damage induced by 5-fluorouridine. AID 504467; further: potency means the concentration at half of the fitted maximal effect; on the % scale 0 is the no-effect control and ±100 the full control effect; nearly all actives have a fitted effect of over 55% in size
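HEK293T cells expressing luciferase-tagged ELG1 (2,000/well) received 5-Fluorouridine plus compound or DMSO for 16 hr at 37 °C. Luciferase was read by ONE-Glo luminescence after 30 min at room temperature.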
Rab9 prom act = Rab9 promoter activation; Huh7 Rab9 promoter-luciferase reporter, luminescence, 24 h; Potency, µM (titrated, usually from 9.22 µM), for the others: at the highest dose activation, negative = inhibition, actives largely listed as activators; 320,000 compounds, 2.8% hits; AID 485297; further: potency means the concentration at half of the fitted maximal effect; % of control where 0% means no effect; nearly all actives have a fitted effect of over 60% in size
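Cells were plated at 1500 per well in reduced-serum medium with 10% FBS and left 2 h. Compound in DMSO was then added for 24 h at 37 °C. Reporter signal was read by luminescence after 10 min with luciferase detection reagent.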
NPC1 promoter act = activators of NPC1 promoter; Huh7 NPC1 promoter luciferase reporter, 24 h; Potency, µM (highest dose often 9.22 µM), without a hit: at the top dose activation, usual class: activators; AID 485313; 320,000 compounds, 2.4% hits;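 further: potency means the concentration at half of the fitted maximal effect; % of control where 0% means no effect; nearly all actives have a fitted effect of over 60% in size; reporter is driven by a mutant NPC1 promoter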
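Huh7 reporter cells (NPC1 promoter driving luciferase) are dosed with compound for 24 h at 37 °C, 5% CO2; luciferase detection reagent is then added and luminescence measured after 10 min at ambient temperature.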
PKM2 act = activators of human pyruvate kinase M2 | 260,000 compounds, 0.34% hits | purified PKM2, Kinase-Glo ATP luminescence, activation; response scale: 0% is enzyme alone, no compound | Potency, µM (series often up to 57.5 µM), inactives show at the highest dose activation, most hits filed as activators | AID 1631 | P14618; further: potency means the concentration at half of the fitted maximal effect; on the % scale 0 is the no-effect control and ±100 the full control effect; nearly all actives have a fitted effect of over 55% in size
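Kinase-Glo luminescence reports ATP generated from ADP (0.1 mM) and PEP (0.5 mM) by purified hPK-M2 after 1 h at room temperature, pH 7.2 imidazole buffer; intermediate enzyme activity allows detecting inhibitors and activators.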
FLuc counter = inhibits or activates purified firefly luciferase, miR-21 counter-screen; P08659; purified FLuc, Km substrates, luminescence inhibition; Potency, µM (doses to about 57.5 µM), inactives show at the top dose activity change, negative = inhibition, hits mostly inhibitors; 360,000 compounds, 6.9% hits;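 further: potency means the concentration at half of the fitted maximal effect; plate controls were vehicle for no effect and reference inhibitor for full effect; nearly all actives have a fitted effect of over 55% in size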
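Purified P. pyralis luciferase, 10 nM final, with Km-level 10 uM D-luciferin and 10 uM ATP in 50 mM Tris acetate pH 7.5, 10 mM Mg acetate, 0.01% Tween-20, 0.05% BSA; 6-point qHTS titration about 60 µM downward; luminescence read.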
RORgamma inh = ROR gamma (mouse) transcription inhibition; P51450; Drosophila S2 Gal4-RORgamma UAS-luciferase reporter, 20 h; Potency, µM (series often up to 53.6 µM), inactives show top-dose activity change, negative = inhibition, most hits filed as inhibitors; 310,000 compounds, 5.4% hits; further: potency means the concentration at half of the fitted maximal effect; on the % scale 0 is the no-effect control and ±100 the full control effect; nearly all actives have a fitted effect of over 60% in size
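Read-out: Photinus luciferase luminescence; inhibitors lower reporter signal. Insect Schneider cells with Gal4-ROR gamma fusion under metallothionein promoter, UAS reporter; 700 uM final copper sulfate induction, 20 hr, ambient temperature.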
MBNL1 CUG block = MBNL1-poly(CUG) RNA binding inhibition. 280,000 compounds, 0.036% hits. TR-FRET MBNL1-His/biotin-(CUG)12 binding, 665/545 ratio. Potency, µM (top dose mostly 57.5 µM), inactives show at the highest dose activity change, negative = inhibition, usual class: inhibitors. Q9NR56; active means well fitted inhibition curve with a large enough effect in the signal ratio, with a control signal flat, not every such curve was filed as active; inconclusive means small, poorly fitted or top-dose-only effect, or effect the other way, or a change in a side signal; inactive means no such curve, though single readings can be large or run the other way; the % refers to the signal ratio; further: potency means the concentration at half of the fitted maximal effect; on the % scale 0 is the no-effect control and ±100 the full control effect
Target sequence (Q9NR56 whole entry, looked up): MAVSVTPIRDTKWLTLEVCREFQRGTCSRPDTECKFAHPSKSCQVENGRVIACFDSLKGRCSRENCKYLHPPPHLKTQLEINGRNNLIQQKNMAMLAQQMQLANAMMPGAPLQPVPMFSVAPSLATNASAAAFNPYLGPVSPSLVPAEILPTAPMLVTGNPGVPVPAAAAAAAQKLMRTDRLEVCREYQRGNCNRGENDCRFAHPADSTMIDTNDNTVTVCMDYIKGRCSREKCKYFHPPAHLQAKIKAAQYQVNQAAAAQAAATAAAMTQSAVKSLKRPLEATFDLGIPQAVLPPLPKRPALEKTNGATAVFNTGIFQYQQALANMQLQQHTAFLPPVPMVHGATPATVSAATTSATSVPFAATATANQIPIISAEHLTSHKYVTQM
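Ratiometric TR-FRET (665 over 545 nm, excitation 340 nm) tracks disruption of MBNL1-His/biotin-(CUG)12 complex after 60 min at room temperature, with compounds at 92 nM to 58 uM final.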
Gal4-VP16 FLuc = counter-screen for ROR gamma inhibitors: Gal4-VP16 reporter. Potency, µM (series often up to 53.6 µM), inactives show at the top dose activity, negative = inhibition, usual class: inhibitors. 310,000 compounds, 3.5% hits. AID 2546. Drosophila S2 Gal4-VP16 UAS-luciferase, luminescence, 20 h;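 further: Gal4-VP16 expression switched on by copper sulfate through the metallothionein promoter; potency means the concentration at half of the fitted maximal effect; on the % scale 0 is the no-effect control and ±100 the full control effect; nearly all actives have a fitted effect of over 50% in size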
Mito fusion act = mitochondrial division inhibition or fusion activation. S. cerevisiae fusion-defective mutant growth rescue, CellTiterGlo 48 h. Potency, µM (titrated, usually from 46.1 µM), without a hit: at the top dose growth rescue (activation), most hits filed as activators. 320,000 compounds, 0.23% hits;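 further: potency means the concentration at half of the fitted maximal effect; % of control where 0% means no effect; nearly all actives have a fitted effect of over 45% in size; temperature-sensitive fusion mutants such as fzo1-1 at 37 °C on non-fermentable ethanol glycerol medium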
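Yeast fusion mutant, YPEG (non-fermentable carbon), compound, 48 h at 37C non-permissive; CellTiterGlo added, 10 min RT, luminescence read. Rescued growth = division inhibition.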
KCNH2 3.1 inh = inhibitors of human KCNH2 3.1 potassium channel isoform; activity change, % (tested at about 1.8 µM); U2OS KCNH2 3.1, thallium flux FluxOr; active compounds read low; 340,000 compounds, 0.95% hits;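 active means maximum activity change below -70%; inconclusive means maximum activity change from -70% to -50%; inactive means maximum activity change above -50%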;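 further: thallium influx rate constant from kinetic fluorescence after stimulation buffer; on the % scale 0 is the no-effect control and ±100 the full control effect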
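FluxOr-based Tl+ influx in U2OS cells transduced with KCNH2 3.1 virus; rate constants normalized to DMSO controls.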
Menin MLL FP TR = inhibitors of human menin-MLL interaction, mutant MLL peptide; 270,000 compounds, 0.23% hits; Potency, µM (doses to about 61.6 µM), for the others: at the highest dose FP activity change, negative = inhibition, usual class: inhibitors; O00255; AID 1768; Menin + Texas Red MLL mutant peptide, fluorescence polarization; active means well fitted inhibition curve with a large enough effect in the polarisation, with a control signal flat, not every such curve was filed as active; inconclusive means small, poorly fitted or top-dose-only effect, or effect the other way, or a change in a side signal; inactive means no such curve, though single readings can be large or run the other way; the % refers to the polarisation; further: potency means the concentration at half of the fitted maximal effect; % of control where 0% means no effect; many of its hits are not listed in these tables
Target sequence (O00255 whole entry, looked up): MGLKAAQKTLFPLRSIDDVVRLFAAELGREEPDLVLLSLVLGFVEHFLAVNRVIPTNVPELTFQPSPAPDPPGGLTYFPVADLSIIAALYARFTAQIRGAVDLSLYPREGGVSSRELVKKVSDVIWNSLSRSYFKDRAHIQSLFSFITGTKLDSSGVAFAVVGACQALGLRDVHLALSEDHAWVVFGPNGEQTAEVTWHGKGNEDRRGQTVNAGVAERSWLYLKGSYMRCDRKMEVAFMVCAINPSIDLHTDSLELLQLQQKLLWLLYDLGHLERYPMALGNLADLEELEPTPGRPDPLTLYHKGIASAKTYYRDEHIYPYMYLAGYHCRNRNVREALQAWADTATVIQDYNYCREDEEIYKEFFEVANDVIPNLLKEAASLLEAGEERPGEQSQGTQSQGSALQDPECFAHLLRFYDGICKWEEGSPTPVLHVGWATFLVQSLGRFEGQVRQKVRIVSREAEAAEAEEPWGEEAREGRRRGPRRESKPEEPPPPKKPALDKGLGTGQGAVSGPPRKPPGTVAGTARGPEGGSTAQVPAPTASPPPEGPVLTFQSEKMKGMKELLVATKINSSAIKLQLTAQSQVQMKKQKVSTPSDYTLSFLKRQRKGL
Numbers without * were called inactive; ? = inconclusive; / = no result given; & = joins results of further samples; [ ] = another dose, or the depositor's remark. Unless noted, the call rests on the fitted dose curve; in most records, active means well fitted curve in the direction sought with a large enough effect; inconclusive means small, poorly fitted or top-dose-only effect, or another doubt; inactive means no such curve, though single readings can be large; an effect the other way counts as inactive or inconclusive. These rows are one share of the data, so the mix of outcomes need not match the whole.

SMILES	ELG1 repair inh	Rab9 prom act	NPC1 promoter act	PKM2 act	FLuc counter	RORgamma inh	MBNL1 CUG block	Gal4-VP16 FLuc	Mito fusion act	KCNH2 3.1 inh	Menin MLL FP TR
Cc1cc(NCCCN2CCOCC2)n2nc(C)c(-c3ccccc3)c2n1	-18%	-2%	1%	-1%	-16%	-15%	-6%	3%	-5%	-19	-3%
COc1cc(-n2ccnc2SC)c(Cl)cc1Cl	?	-1%	-4%	4%	4%	-34%	1%	2%	-4%	12	-22%
O=C(CCCCCn1c(=S)[nH]c2ccc(N3CCOCC3)cc2c1=O)NCCc1ccccc1	?	8%	1%	-3%	-1%	-17%	/	0%	0%	-1	7%
Cc1ncc(CSc2nnnn2-c2ccccc2)c(N)n1	0%	8%	-2%	-8%	3%[2.3 µM]	15%	1%	-2%	-1%	-9	0%
COc1cccc(NC(=O)Nc2nnc(CC(=O)NCc3ccccc3)s2)c1	?	2%	2%	-2%	-1%	10%	-10%	3%	-2%	-10	/
CC(Oc1cc2oc(=O)cc(-c3ccccc3)c2cc1Cl)C(=O)NCC1CCC(C(=O)O)CC1 (stereo not given)	-28%	0%	1%	1%	-4%	7%	?	0%	2%	1	-15%
CC(OC(=O)c1ccc(-n2cnnn2)cc1)C(=O)N(C)c1ccccc1 (stereo not given)	10%	3%	-4%	/	-1%	/	/	/	0%	2	/
CCNC(=O)c1cccc(NC(=O)C2CC(=O)N(CCc3ccccc3)C2)c1 (stereo not given)	14%	-5%	-6%	/	-2%	/	/	/	-3%	-1	/
O=C(c1ccccc1)N1CCCCC(S(=O)(=O)c2ccccc2)C1=O (stereo not given)	0%	6%	-7%	-2%	5%	9%	0%	1%	1%	10	25%
Cc1cccc(NC(=O)c2nc[nH]c2C(=O)N2CCc3ccccc3C2)c1	?	3%	-1%	/	-2%	/	/	/	7%	-8	/
CC(OC(=O)C1CCN(S(=O)(=O)c2ccc3c(c2)OCCO3)CC1)C(=O)N(C)c1ccccc1 (stereo not given)	-8%	-5%	-9%	/	-2%	/	/	/	5%	-13	/
O=C(CSc1nnc(-c2cccs2)n1-c1ccccc1)NCc1ccco1	-8%	-3%	-2%	-3%	-1%	9%	-8%	1%	4%	-3	?
O=C(/C=C/c1ccc(F)cc1)NC(=S)NNC(=O)c1cccnc1	9%	1%	3%	-15%	?	11µM*	/	10µM*	0%	22	4%
NC(=O)Nc1ccc(C(=O)OCC(=O)NC2CCCCC2)cc1	-7%	19%	-1%	0%	3%	-2%	-1%	7%	-6%	10	7%
C=CCn1c(SCC(=O)N(C)c2c(N)n(Cc3ccccc3)c(=O)[nH]c2=O)nnc1-c1ccccc1OC	3%	6%	-1%	1%	2%	-23%	-1%	11%	1%	2	-9%
CCC(=O)c1ccccc1OCCCN1C(=O)NC(C)(C)C1=O	8%	-4%	0%	2%	4%	-17%	-6%	0%	-3%	-5	7%
CC(=O)C1=C(C)NC(=O)CC1c1ccccc1Cl (stereo not given)	12%	0%	-1%	3%	3%	?	/	-3%	3%	-9	-2%
Clc1ccc(Sc2cc(Cl)c(-c3ccccc3)nn2)cc1	-7%	1%	-2%	-8%	-6%	?	10%	?	18%	-7	7%
Cc1ccccc1CN1CCN(CC(=O)NCc2ccco2)C1=O	2%	-4%	-1%	2%	-1%	20%	-1%	3%	-4%	0	17%
CC1=C(C(=O)Nc2ccc(C(=O)NCCCN3CCCCC3)cc2)SCCO1	25%	-4%	-1%	/	3%	-5%	0%	1%	0%	-21	/
COc1ccc(CN(Cc2cccn2C)S(=O)(=O)c2ccc(F)cc2)cc1	?	0%	1%	-1%	5%	-8%	-11%	-3%	-4%	-30	/
Cc1nc2ccccc2n1CC(O)Cn1c(C(F)(F)F)nc2ccccc21 (stereo not given)	?	-1%	1%	-2%	-1%	29%	-10%	0%	1%	10	16%
C=CCSc1nnc(C)c(/C=C/Nc2ccc(Cl)cc2)n1	-8%	-1%	-1%	-22%	5%	?	14%	-3%	-10%	-19	-12%
CCn1c(SCC(=O)Nc2cc(C(C)(C)C)nn2-c2ccccc2)nnc1-c1cccs1	?	-14%	-7%	-1%	1%	26%	-1%	?	-5%	31	-18%
CCOc1ccc(C(=O)OCCN(C)C)cc1	3%	3%	-4%	-6%	0%	32%	1%	10%	0%	19	8%
COc1ccc(Cc2nc3ccc(C(=O)N(C)C(C)c4nccs4)cc3o2)cc1 (stereo not given)	1%	3%	2%	/	2%	24%	3%	-6%	-2%	31	/
O=C(NN=C1CCCCCC1)c1cn(-c2ccccc2)nc1-c1ccccc1	-12%	1%	-3%	9%	15µM*	?	-7%	-3%	-6%	-21	5%
COc1ccc(C[C@H]2CN3C(=NC[C@H]3Cc3ccccc3)N2CCNC(=O)CCC2CCCCC2)cc1	-2%	2%	-1%	0%	2%	-36%	7%	6%	2%	?	?
CCNc1nc(NC(C)C)nc(Oc2ccc(/C=N/O)cc2)n1	-18%	-5%	-3%	?	1%	28%	-2%	0%	1%	2	-14%
CCCC(CCC(=O)Nc1ccc(C(=O)OC)cc1)C(=O)O (stereo not given)	4%	-1%	0%	-7%	1%	-17%	-6%	-4%	-3%	15	-5%
Cc1cccc(NC(=S)N(Cc2ccc(Br)cc2)Cc2ccc(C(=O)O)cc2)c1	8%	3%	1%	0%	-20%	28%	-11%	-5%	1%	13	?
Cc1ccccc1/C=N/NC(=O)c1cccnc1	-4%	0%	-2%	-1%	?	7%	0%	-9%	0%	/	11%
O=C(CSc1nc2c(cnn2-c2ccc(F)cc2)c(=O)[nH]1)N1N=C(c2cccs2)CC1c1ccc(F)cc1 (stereo not given)	?	-1%	-1%	0%	0%	-3%	-5%	3%	7%	/	11%
N#Cc1ccc(-c2nc3ccccc3c(=O)n2O)cc1	?	3%	1%	/	0%	16µM*	3%	?	8%	-12	34%[activator]
O=C(OCC(=O)N1CCOCC1)c1ccc(N2CCOCC2)c([N+](=O)[O-])c1	10%	-7%	-3%	-8%	0%	15%	?	-4%	0%	1	4%
O=C(Nc1ccccc1O)c1cccc(NC(=O)c2ccco2)c1	12µM*	20%	1%	-2%	?	?	-6%	?	0%	10	0%
COc1ccccc1NC(=O)c1ccc(NC(=O)COC(=O)C2(C)CC2(Cl)Cl)cc1 (stereo not given)	?	0%	1%	-3%	8%	?	/	?	?	-3	13%
O=C(/C=C/c1ccc2c(c1)OCO2)Nc1nc2ccccc2s1	?	0.79µM*	1.6µM*	0%	1.2µM*	-41%	-12%	?	0%	-14	8%
O=C(NCc1ccccc1)N[C@@H](Cc1c[nH]c2ccccc12)C(=O)O	?	-3%	1%	1%	1%	-19%	-2%	-9%	3%	-11	0%
O=C(CCc1ccccc1)NCc1ccccc1	3%	3%	-3%	4%	4%	8%	2%	-21%	0%	18	3%
C/C(=N\NC(=O)c1nn(C)cc1Br)c1ccc(NC(=O)c2ccncc2)cc1	-3%	17%	1%	-2%	-5%	-7%	/	4%	-3%	-1	3%
C/C(=N\NC(=O)C1(C)CC1(Br)Br)c1ccc(NC(=O)C2CCC2)cc1 (stereo not given)	6.5µM*	1%	-4%	-3%	3%	3%	-6%[11.5 µM]	-20%	13%	8	6%
CCOC(=O)[C@H]1[C@H]2COc3ccc(OC)cc3[C@@H]2N2C(=O)CN(Cc3ccccc3)C(=O)[C@@]12C	7%	0%	-1%	/	2%	/	/	/	5%	-17	/
CCOCCn1c(CN(Cc2ccccc2)Cc2ccccc2)nc2c1c(=O)[nH]c(=O)n2C	-27%	-1%	-3%	2%	6%	-12%	-4%	2%	6%	-24	?
COc1ccccc1NC(=O)CCS(=O)(=O)c1cc2c(cc1Cl)NC(=O)CO2	-4%	-3%	-2%	3%	4%	5%	-1%	-3%	6%	-3	0%
CCCCOc1nc(N2CCOCC2)nc(C)c1[N+](=O)[O-]	3%	-7%	-4%	-1%	-3%	7%	/	2%	8%	17	/
Cc1cccc(N(C)C(=O)c2cc(S(=O)(=O)N3CCCCC3)c[nH]2)c1	-19%	-8%	-7%	-8%	-1%&2%	13%	-6%	1%	-1%	-8	-19%
Cc1ccc(NC(=O)CSCC(=O)Nc2ccc(S(=O)(=O)N3CCCC3)cc2)cc1	-10%	-5%	0%	/	4%	/	/	/	0%	-12	/

Compound activity from PubChem.
